Screening results (PubChem BioAssay)
GRK2 aptamer HTS – compounds blocking aptamer binding on GRK2 – biochemical, human GRK2, bead flow cytometry, HTS, primary screen; Beta-adrenergic receptor kinase 1 (Homo sapiens), P25098; FAM-aptamer displacement from GRK2; inhibition of aptamer binding, % at 10 µM; hit rate 0.59% among 330,000;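 active means inhibition of aptamer binding above 40%, roughly 3 SD of noise, on plates passing a quality check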;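 further: median bead fluorescence of bound FAM aptamer so fluorescent compounds give negative values; no value below 0 was filed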
Target sequence (P25098 whole entry, looked up): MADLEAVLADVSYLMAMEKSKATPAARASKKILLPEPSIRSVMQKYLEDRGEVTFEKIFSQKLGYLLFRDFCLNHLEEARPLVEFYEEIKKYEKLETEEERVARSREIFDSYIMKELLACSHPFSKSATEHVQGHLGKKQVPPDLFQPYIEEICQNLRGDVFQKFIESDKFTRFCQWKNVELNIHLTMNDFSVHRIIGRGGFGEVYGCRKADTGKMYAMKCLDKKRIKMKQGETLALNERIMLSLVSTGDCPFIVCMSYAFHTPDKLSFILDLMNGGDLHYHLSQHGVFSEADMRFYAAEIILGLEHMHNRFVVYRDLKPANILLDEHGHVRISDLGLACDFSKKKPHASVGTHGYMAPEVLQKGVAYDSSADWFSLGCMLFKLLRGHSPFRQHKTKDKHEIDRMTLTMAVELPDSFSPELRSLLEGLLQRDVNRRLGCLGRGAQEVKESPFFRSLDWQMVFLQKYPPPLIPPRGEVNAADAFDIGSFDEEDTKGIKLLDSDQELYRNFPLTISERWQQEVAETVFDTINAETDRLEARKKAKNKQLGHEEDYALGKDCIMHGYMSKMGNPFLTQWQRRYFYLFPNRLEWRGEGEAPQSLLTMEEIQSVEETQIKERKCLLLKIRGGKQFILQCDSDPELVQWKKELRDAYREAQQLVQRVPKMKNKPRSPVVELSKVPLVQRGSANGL
PP5 primary – PP5 phosphatase inhibitors, primary screen, biochemical, fluorescence. inhibition, % at 6.7 µM. Serine/threonine-protein phosphatase 5 (Homo sapiens), P53041. hit rate 0.18% among 320,000. purified PP5c, OMFP substrate fluorescence;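 active means inhibition above the campaign's mean inhibition across all tested compounds plus 3 SD, cut at about 9.5% in these data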;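 further: 0% = DMSO only and 100% = 100 µM cantharidin control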
proCasp3 act – activators of human procaspase-3 D3A mutant, primary screen, biochemical, absorbance, PC-3 D3A mutant, single concentration; Caspase-3 (Homo sapiens), P42574; hit rate 0.11% among 330,000; activation, % at 8.5 µM; AID 463141, 2010; recombinant procaspase-3 D3A, Ac-DEVD-pNA absorbance 405 nm;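 active means activation above the mean of all tested compounds plus 3 SD, cut at about 21% in these data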;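 further: 0% = DMSO alone and 100% = DMSO wells spiked with extra 5 µM PC-3 D3A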
Target sequence (P42574 whole entry D9A/D28A/D175A): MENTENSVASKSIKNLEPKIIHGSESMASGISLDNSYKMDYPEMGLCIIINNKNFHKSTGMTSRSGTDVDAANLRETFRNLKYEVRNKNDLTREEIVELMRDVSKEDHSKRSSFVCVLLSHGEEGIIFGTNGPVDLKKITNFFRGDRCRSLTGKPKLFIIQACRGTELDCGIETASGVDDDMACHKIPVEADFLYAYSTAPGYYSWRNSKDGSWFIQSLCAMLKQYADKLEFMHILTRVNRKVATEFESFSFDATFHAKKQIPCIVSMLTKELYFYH
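Compound: 8.5 µM single point, 0.8% DMSO / Material: Autoprocessing-dead procaspase-3 D3A mutant enzyme / Timing: 1 h preincubation plus 2 h reaction at 25 °C / Medium: Zinc-free HEPES/NaCl buffer with 0.01% Triton X-100 at pH 7.4 / Technique: 405 nm absorbance of p-nitroaniline, reads at 0 and 120 min / Repeats: one well per compound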
VLA-4 inh – inhibition in human VLA-4 binding assay, primary screen, VLA-4 allosteric modulator project, MLPCN library, flow cytometry, VLA-4 expressing cells. Integrin alpha-4 (Homo sapiens), P13612. ligand binding flow cytometry. inhibition, % (about 7 µM as worked out from the volumes in the protocol). hit rate 0.2% among 330,000. AID 2557, 2010; in the data active means inhibition above about 50%
CTSL1 counter – Fasciola hepatica cathepsin L1 inhibitors, primary screen, counter-screen for PFM18AAP inhibitor project, biochemical, QFRET, fluorogenic peptide substrate; recombinant F. hepatica cathepsin L1, Z-Leu-Arg-MCA fluorescence; inhibition, % at 5.96 µM; hit rate 0.49% among 300,000; AID 1906, 2009;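 active means inhibition above the mean of all tested compounds plus 3 SD, set per screening campaign, cut at about 17% in these data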;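 further: 0% = plate median of test compound wells and 100% = 1 µM Z-Phe-Ala-diazomethylketone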
JMJD2C inh – inhibitors of GASC-1 histone demethylase, primary screen, biochemical, fluorescence, DELFIA europium; Lysine-specific demethylase 4C (Homo sapiens), Q9H3R0; GST-JMJD2C(1-420) H3K9me3 demethylation; inhibition, % at 2.35 µM; hit rate 0.069% among 330,000; AID 2099, 2009;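 active means more than half of a compound's replicate wells show inhibition beyond 50%, single wells judged on their own value; inconclusive means some, but no more than half, of replicates pass 50% inhibition; inactive means no replicate passes 50% inhibition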;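 further: signal counts dimethyl H3K9 product captured on neutravidin plate; 0% = median of DMSO wells and 100% = 0.3 times that DMSO median; strong numbers were not always called active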
HCV core dimer – inhibitors of HCV core protein dimerization, primary screen, biochemical, TR-FRET, high-throughput; inhibition, % at 5 µM; TR-FRET GST/Flag-core106 dimerization, 1536-well; hit rate 0.33% among 300,000;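 active means inhibition above the mean of all tested compounds plus 3 SD, set per screening campaign, cut at about 45% in these data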
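Assay system: GST-tagged and Flag-tagged HCV core protein residues 1-106 / Times: compound-protein-antibody incubation 4 h at 22.5 °C / Signal: time-resolved FRET, ex 340 nm, em 617 and 671 nm / Evaluation: % inhibition based on acceptor/donor emission ratio / Benchmarks: wells lacking GST-core106 and wells with excess unlabelled core106 / Repeats: singlicate, one well per compound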
PP1 counter – PP1-alpha phosphatase inhibitors, primary screen, counter-screen for PP5 inhibitor project, biochemical, fluorescence, OMFP substrate, single point | Serine/threonine-protein phosphatase PP1-alpha catalytic subunit (Homo sapiens), P62136 | purified PP1alpha | inhibition, % at 6.7 µM | hit rate 0.9% among 320,000;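 active means inhibition above the mean inhibition of all tested compounds plus 3 SD, computed separately for each screening campaign, cut at about 15% in these data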
procasp7 counter – procaspase-7 activators, primary screen, counter-screen for procaspase-3 activator project, biochemical, absorbance, HTS, human; Caspase-7 (Homo sapiens), P55210; recombinant procaspase-7, Ac-DEVD-pNA absorbance 405 nm; D23A/D198A/D206A triple mutant, cannot self-cleave; scale: DMSO 0, 5 µM enzyme 100; activation, % at 8.5 µM; hit rate 0.093% among 330,000; AID 463210, 2010;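 active means percent activation above the screen-wide mean plus 3 SD, cut at about 25% in these data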
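Detection: p-Nitroaniline absorbance at 405 nm, read at 0 and 120 min; system: Uncleavable procaspase-7 mutant enzyme; evaluation: % activation from two-timepoint absorbance difference, scaled to controls; times: 1 h enzyme–compound preincubation and 2 h substrate reaction, both 25 °C; buffer or medium: Zinc-free HEPES pH 7.4 with 300 mM NaCl, 0.01% Triton X-100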
An asterisk follows results filed as active; ? = inconclusive; . = no result given; & = joins results of further samples. Hits appear at their usual frequency; overall some 2.6% were active at least once.

SMILES	GRK2 aptamer HTS	PP5 primary	proCasp3 act	VLA-4 inh	CTSL1 counter	JMJD2C inh	HCV core dimer	PP1 counter	procasp7 counter
Cc1ccc(CSc2nsc(C)c2C#N)cc1	0	-0.5	-3	15	1	-39	-2	2	-10
C/C(N)=C(/C#N)C(=O)COC(=O)c1cccc(O)c1	3	1.5	6	-4	3	19	-3	-2	5
CCCC(=O)Nc1cc(-c2nnc(OC)c3ccccc23)ccc1N1CCOCC1	0	2.2	-10	-1	1	2	2	-3	-3
O=C(c1cc2n(n1)C(C(F)(F)F)CC(c1ccco1)N2)N1CCN(c2ccccn2)CC1 (stereo not given)	2	3.1	-5	-3	-6	-5	3	-1	20
CCn1nc(C)c(C(=O)Nc2cc(Oc3ccc(Cl)cc3)cc([N+](=O)[O-])c2)c1C	2	4.6	-1	5	1	-13	-1	2	5
O=C(COc1ccccc1[N+](=O)[O-])N1CCC(Cc2ccccc2)CC1	0	2.2	-4	2	-1	-7	6	1	11
CN(C)CCCNC(=O)C(=O)NCC1OCCN1S(=O)(=O)c1cc(F)ccc1F (stereo not given)	0	0.7	-2	7	0	-6	0	-2	4
CC1CCN(C(=O)COc2cccc3c2CCN(Cc2ccccc2)C3=O)CC1	4	0.9	4	12	-4	.	3	1	-6
COc1ccc(C(C(=O)NC2CCCCC2)N(C(=O)c2cccs2)c2ccc3c(c2)OCO3)cc1 (stereo not given)	1	1.8	-4	26	0	.	27	-1	8
Cn1c(=O)[nH]c(=O)c2c1nc(SCCN1CCOCC1)n2CCCc1ccccc1	1	3.2	4	-17	0	-6	-9	-1	4
O=C(c1ccccc1)N1N=C(c2ccccc2)CC1c1cccs1 (stereo not given)	6	2.9	20	2	2	13	-2	5	15
O=[N+]([O-])c1ccc2[nH]c3c(c2c1)CCCC3O (stereo not given)	1	3.3	-1	9	-3	-11	2	-3	-4
COc1ccc(Cl)cc1N1C(=O)c2cccnc2C1=O	0	-1.0	-2	-1	0	29	6	-1	-6
CCC(C)(C)N1CC(=O)N(Cc2ccccc2)C(c2ccc(OC)cc2)C1=O (stereo not given)	3	2.2	15	0	-6	-3	2	-1	3
C=CCOc1c(CNc2ncn[nH]2)cccc1OC	0	2.7	-8	-2	0	13	0	0	16
C=CCN(Cc1ccc(Cl)s1)C(=O)c1cc(S(=O)(=O)N2CCOCC2)ccc1F	2	3.2	-5	-12	.	.	.	-2	3
O=C(COc1ccccc1Br)N1CCN(C(=O)c2ccco2)CC1	6	1.8	3	7	-3	2	-2	0	10
O=C(CSc1ccc(-c2ccc(Cl)cc2)nn1)NC1CCCC1	0	2.7	0	-15	0	-9	-3	-4	-2
COc1ccc(NC(=O)Cc2ccc(Cl)cc2)cc1S(=O)(=O)N1CCCCC1	1	2.9	-2	6	.	.	.	1	3
CCn1c(SCC(=O)Nc2ccc(N(C)C)cc2)nnc1C1CC1	0	1.7	-5	-1	0	-5	-7	0	8
CCC(=O)N1c2ccc(S(=O)(=O)NCCc3ccccc3)cc2CC1C (stereo not given)	5	-1.2	5	1	-4	6	-1	0	10
COC(=O)c1c(C)[nH]c(C)c1C(C)=O	2	0.9	-6	1	0	5	-1	-4	-1
CCOc1ccc(OCCOC(=O)CNC(=O)c2ccc(Cl)cc2Cl)cc1	0	0.5	8	0	6	-6	-4	1	8
CC(OC(=O)CCc1nc2ccccc2c(=O)[nH]1)C(=O)Nc1cccc(C(F)(F)F)c1 (stereo not given)	0	.	0	11	.	-9	.	.	1
O=C(NC1CCCC1)C1CCN(C(=O)c2ccc(Cl)cc2)CC1	3	-7.0	2	2	6	14	3	2	7
SMILES	GRK2 aptamer HTS	PP5 primary	proCasp3 act	VLA-4 inh	CTSL1 counter	JMJD2C inh	HCV core dimer	PP1 counter	procasp7 counter
CC1CCCC(C)N1CCCNC(=O)c1ccc2nc(N3CCCCC3)sc2c1 (stereo not given)	0	1.9	4	51*	-2	-6	-5	-3	-7
CC(C)c1ccc(N2C(=O)CC(Sc3ncn[nH]3)C2=O)cc1 (stereo not given)	1	-1.6	-24	19	0	?	5	1	-38
CC(=O)c1c(C)[nH]c(C(=O)OCc2nc3ccsc3c(=O)[nH]2)c1C	4	0.1	4	-8	1	1	-9	-7	0
COc1cc2c(cc1NC(=O)c1cccc(F)c1)CCCC2	0	5.5	-7	13	0	3	-5	11	3
CCN(CC)c1ccc(/C=N/N2CCN(Cc3ccccc3Cl)CC2)c(O)c1	0	3.1	-5	5	3	4	3	-5	-5
COc1ccc(/C=C/C(=O)c2ccncc2)c2ccccc12	7	2.7	-8	-17	6	20	6	2	-2
COc1ccc(NC(=O)COC(=O)c2ncc(Cl)c(Cl)c2Cl)c(OC)c1	1	2.8	-6	-4	-3	2	2	5	12
COc1ccc(-c2nc(C#N)c(NCCCn3ccnc3)o2)cc1OC	0	-1.6	-1	0	7	2	-17	0	1
O=C(CCSCc1cccc(Cl)c1)NC1CCCC1	4	2.9	3	5	0	-13	-10	3	2
COc1cc(C(=O)Nc2nc3ccc(S(=O)(=O)N4CCOCC4)cc3s2)cc(OC)c1OC	4	0.7	-1	-4	5	-16&1	3	-1	2
Cn1c(CSCc2ccc(F)cc2)nnc1SCC(=O)Nc1nccs1	2	-1.3	-5	28	1	-5	-3	1	14
O=C(c1cccc(C(=O)N(c2ccccn2)C2CCCCC2)c1)N(c1ccccn1)C1CCCCC1	0	3.2	-2	5	-2	10	6	-2	-2
CCC(C)(C)n1nnnc1CN(Cc1cc2cc(OC)c(OC)cc2[nH]c1=O)C1CCCC1	1	-0.7	-5	4	5	-19&-2	3	3	-13
O=C(NC(=S)NCCc1ccccc1)c1ccccc1	2	1.5	-7	-7	2	6	3	-1	-12
COC(=O)c1ccc(NC(=O)c2c(Br)cnn2C)cc1	1	-2.7	-11	1	2	5	-9	-3	-7
CCN(CCCNC(=O)C1CCN(S(=O)(=O)c2c(C)[nH]c(=O)[nH]c2=O)CC1)c1cccc(C)c1	0	2.3	-5	31	4	6	0	-3	-2
COC(=O)c1c(-c2cccc3ccccc23)csc1NC(=O)Cc1ccc(OC)c(OC)c1	0	-0.8	-13	-7	0	-8	4	-1	6
O=C(c1ccc(Cl)c(Cl)c1)c1cnc(Nc2ccccc2)s1	0	0.4	3	-10	1	2	-2	2	6
COc1ccccc1C(=O)n1nc(C)cc1C	5	3.7	1	4	0	7	-8	2	4
Cc1ccc(C)c(NC(=O)CCc2ccc(C)o2)c1	0	3.4	10	3	0	-19	-1	2	4
COc1ccc2[nH]c(O)c(N=NC(=O)Cc3cccs3)c2c1	0	1.4	8	6	-1	1	30	7	8
CN(C(=O)c1cc2n(n1)C(C(F)(F)F)CC(c1ccco1)N2)c1ccccc1 (stereo not given)	0	-0.2	0	4	-1	7	-1	-1	5
CCCOc1ccc(CN(C)c2ncnc(N)n2)cc1	1	2.0	0	10	-3	6	5	2	-2
Cn1c(SCC(=O)NC2CCCCC2)nnc1-c1ccccc1F	3	1.5	-2	17	-2	-6	5	0	0
O=C(NCCc1ccccc1F)c1cccc2cccnc12	0	4.5	2	-50	-1	6	-13	2	-5
SMILES	GRK2 aptamer HTS	PP5 primary	proCasp3 act	VLA-4 inh	CTSL1 counter	JMJD2C inh	HCV core dimer	PP1 counter	procasp7 counter
O=C(NCC(O)COc1ccc([N+](=O)[O-])cc1)Nc1ccccc1 (stereo not given)	0	3.9	11	27	4	2	1	-3	12
Cc1ccc2nc(NC(=O)COC(=O)c3ccco3)sc2c1	0	3.3	-14	-2	-17	5	-2	0	-10
COC(=O)C1=C(C)OC(N)=C(C#N)C1c1ccsc1 (stereo not given)	0	0.0	0	-3	-2	-7	-5	-6	7
COc1ccc(N2CCN(C(=O)c3ccc(NC(=O)C4=CSCCO4)cc3)CC2)cc1	0	-0.8	6	15	4	-27	9	-1	-4
O=C(Nc1ccc(S(=O)(=O)N2CCCCC2)cc1)c1ccc(Cl)nc1	0	.	9	-18	.	2	.	.	-7
Cc1ccc(C(=O)O)cc1NC(=S)NCCc1ccccc1	0	2.3	2	0	-2	9	1	5	6
